GLP1R cytotox: cytotoxicity counter-screen for GLP-1 receptor inverse agonists; Potency, µM (doses to about 38.3 µM), for the others: at the top dose activity change, negative = inhibition, usual class: inhibitors; HEK293 cAMP-luciferase reporter cells, luminescence, 24 h; actives 0.13% (n = 410,000);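 note: loss of luciferase light is scored as toxicity; potency is the fitted concentration of half-maximal effect; % is set by controls: 0 for no effect and ±100 for the full control effect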
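To flag toxic compounds, the library was rerun on cells for 24 hr at 37 deg C and 5% CO2. Viability-linked luminescence was captured 12 min after adding luciferase detection reagent.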
KB-3-1 tox: KB-3-1 parental cell cytotoxicity | KB-3-1 viability, CellTiter-Glo ATP luminescence, 72 h | Potency, µM (highest dose often 46.1 µM), without a hit: at the top dose activity change, negative = cytotoxic, most hits filed as cytotoxic | actives 1.4% (n = 400,000); note: potency is the fitted concentration of half-maximal effect; % is set by controls: 0 for no effect and ±100 for the full control effect; nearly all actives have a fitted effect of over 60% in size
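Parental KB-3-1 adenocarcinoma cells in phenol-red-free DMEM with 10% FBS were pin-treated with compounds at several concentrations, incubated 72 h at 37 °C, and viability read by CellTiter-Glo luminescence; concentration-effect curves were fitted after normalization.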
IL-1B inflam inh: inhibitors of inflammasome signaling (IL-1 beta secretion). activity change, % at 57.5 µM. actives 4.7% (n = 360,000). THP-1 LPS/ATP IL-1B secretion, AlphaLISA, 16 h; active compounds read low; in the data active = activity change below about -50%; inconclusive = mostly about -30% to -49%; note: % is set by controls: 0 for no effect and ±100 for the full control effect
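Secreted IL-1B measured by AlphaLISA bead assay after 16 h compound exposure of THP-1 cells; compounds (final up to 57.5 uM) added 1 h before LPS (250 ng/mL) and ATP (1.25 mM) stimulation; lower signal means less secretion.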
KB-V1 cytotox: KB-V1 MDR subline cytotoxicity; actives 3.4% (n = 400,000); KB-V1 MDR cells viability, CellTiter-Glo, 72 h; Potency, µM (series often up to 46.1 µM), without a hit: at the highest dose activity change, negative = cytotoxicity, actives largely listed as cytotoxic; AID 1347076; note: potency is the fitted concentration of half-maximal effect; % is set by controls: 0 for no effect and ±100 for the full control effect; nearly all actives have a fitted effect of over 60% in size
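Readout: CellTiter-Glo luminescence, 10 min after addition. Cells: KB-V1 MDR subline, 72 h at 37 degrees C with compound. Analysis: corrected, normalized data fitted to concentration-effect curves.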
SW480 rerep: inducers of DNA re-replication in SW480 colon cancer cells; SW480 DNA re-replication, Hoechst DNA content imaging, 48 h; Potency, µM (doses to about 46.1 µM), inactives show at the top dose re-replication activation, actives largely listed as activators; actives 1.8% (n = 340,000); AID 624297; note: potency is the fitted concentration of half-maximal effect; % of control where 0% means no effect; nearly all actives have a fitted effect of over 55% in size
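Quantitative HTS format with DMSO vehicle controls; 48 hr drug incubation at 37 C, then 40 min Hoechst staining and scanning imager measurement at 405 nm excitation.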
MCF10A rereplic: induces DNA re-replication in MCF 10a normal breast cells. MCF 10A DNA re-replication, Hoechst nuclear intensity, 48 h. Potency, µM (top dose mostly 46.1 µM), inactives show at the highest dose activity, positive = re-replication, actives largely listed as activators. actives 2.9% (n = 350,000). AID 624296; note: potency is the fitted concentration of half-maximal effect; % of control where 0% means no effect; nearly all actives have a fitted effect of over 50% in size
HT1080 IDH1KD tx: toxicity to HT-1080 IDH1 knockdown cells (counter line) | HT-1080 IDH1 knockdown viability, ATP luminescence, 48 h | Potency, µM (series often up to 46.1 µM), without a hit: at the highest dose activity, negative = toxicity, hits mostly cytotoxic | actives 2% (n = 360,000) | AID 686971;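 note: potency is the fitted concentration of half-maximal effect; 0% = DMSO wells and -100% = cell-free medium wells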
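Assay cells: HT-1080 with IDH1 knockdown, 750 per well, RPMI/5% FBS. Exposure: 48 h at 37 °C following 2 h pre-incubation. Read: CellTiter-Glo luminescence; fitted concentration-response, curve class assigned.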
HT1080NT lethal: kills 2HG-producing HT-1080-NT fibrosarcoma cells; Potency, µM (titrated, usually from 46.1 µM), without a hit: at the top dose activity, negative = less viability, most hits filed as cytotoxic; actives 1.6% (n = 360,000); HT-1080-NT fibrosarcoma viability, CellTiter-Glo ATP luminescence, 48 h;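 note: NT is the 2HG producing partner of a matched IDH1 knockdown line; potency is the fitted concentration of half-maximal effect; 0% = DMSO-treated cells and -100% = media-only wells without cells; nearly all actives have a fitted effect of over 55% in size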
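Viability of the 2HG-overproducing fibrosarcoma line after 48 hours of compound exposure at 37 degrees C was determined by luminescence with CellTiter-Glo, and concentration-effect curves were then fitted and categorized.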
D3 ag: activates the human D3 dopamine receptor; actives 0.58% (n = 410,000); D3R DiscoveRx beta-arrestin cells, luminescence, 90 min; max activation, %; in the data active = max activation above about 30%; note: 0% is about no effect; mostly tested at two doses, the higher about 12 µM
Target sequence (P35462 whole entry, looked up): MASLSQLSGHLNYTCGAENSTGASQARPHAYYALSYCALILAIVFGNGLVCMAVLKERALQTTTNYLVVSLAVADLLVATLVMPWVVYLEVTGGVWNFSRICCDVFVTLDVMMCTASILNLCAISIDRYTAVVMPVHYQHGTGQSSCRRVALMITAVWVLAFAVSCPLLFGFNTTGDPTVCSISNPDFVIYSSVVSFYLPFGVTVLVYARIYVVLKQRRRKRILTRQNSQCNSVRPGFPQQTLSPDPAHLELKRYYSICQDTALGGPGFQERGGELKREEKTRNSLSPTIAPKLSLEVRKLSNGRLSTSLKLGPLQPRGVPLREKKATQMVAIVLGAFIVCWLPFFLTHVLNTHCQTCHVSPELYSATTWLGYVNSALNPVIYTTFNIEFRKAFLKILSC
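Agonist mode: compounds and dopamine controls were applied to plated cells for 90 min at 37 degrees C after an overnight attachment at 1500 cells/well. Luminescent read-out followed 30 - 60 minutes at room temperature with DiscoveRx detection reagent.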
* marks the source's active call; other numbers are inactive results; ? = inconclusive; / = not tested or not shown; & = joins results of further samples; [ ] = another dose, or the depositor's remark. Unless noted, calls come from the whole dose curve; as a rule, active = well fitted curve in the direction sought with a large enough effect; inconclusive = small, poorly fitted or top-dose-only effect, or another doubt; inactive = no such curve, though single readings can be large; an effect the other way counts as inactive or inconclusive.

SMILES	GLP1R cytotox	KB-3-1 tox	IL-1B inflam inh	KB-V1 cytotox	SW480 rerep	MCF10A rereplic	HT1080 IDH1KD tx	HT1080NT lethal	D3 ag
COCCNc1nc(-c2cc(C)n(CCc3ccc(OC)cc3)c2C)cs1	4%	?	-16	?	4%	27%	-13%	-20%	-1
CCn1c(Cc2cccs2)nnc1SCC(=O)NC(C)(C)C	-5%	19%	6	-2%	8%	0%	20%	8%	3
O=C(OCCN1CCOCC1)c1ccccc1Cl	3%	17%	3	9%	2%	0%	6%	10%	-2
O=C(CSc1nncn1-c1ccccc1F)NC1CC1	-1%	10%	5	22%	-7%	0%	6%	-1%	0
O=C(Nc1ccc2c(c1)N(Cc1ccccc1)C(=O)c1ccccc1S2)NC1CC1	-22%	?	-8	-2%	?	?	-5%	-16%	0
COc1ccc(NC(=O)COCc2cc(-c3cccs3)on2)cc1	0%	-2%	/	-5%	/	/	/	/	-14
O=C(C1=C[C@@H](C2CC2)C[C@@H](OCc2ccc(CO)cc2)O1)N1CCOCC1	6%	0%	8	55%	-11%	8%	9%	29%	6
Cc1ccccc1CSc1nc2ccccc2c(=O)n1C	3%	?	2	-14%	-7%	-2%	1%	-3%	0
COc1ccc(N2CCN(C(=O)CN3CCN(C(c4ccccc4)c4ccccc4)CC3)CC2)cc1	-22%	-5%	-15	-20%	3%	?	1%	4%	-13
COc1ccc(OC(=O)c2cccc([N+](=O)[O-])c2)c(C(=O)/C=C/c2cccs2)c1	5%	?	-53*	?	?	?	?	?	-15
C#Cc1cccc(C(=O)N2CCCC(CCC(=O)NCc3ccccc3F)C2)c1 (stereo unspecified)	-26%	-27%	1	?	3%	15%	2%	4%	3
CCC1(C)NC(C(=O)O)Cc2c1[nH]c1ccccc21 (stereo unspecified)	1%	6%	13	9%	2%	-16%	-1%	-1%	0
CCC(=O)NC(=S)Nc1ccccc1F	-2%	1%	-5	19%	4%	3%	7%	3%	-3
O=C(Nc1ccccc1)C1=C[C@H](C2CCCCC2)C[C@H](OCc2ccc(CO)cc2)O1	-16%	1%	-51*	-10%	-50%[inhibitor][9.22 µM]	?	-17%	-15%	0
O=C(Cn1ncc2c3ccccc3n(Cc3ccc(F)cc3)c2c1=O)N1CCN(c2ncccn2)CC1	-14%	?	-3	?	?	23%	-3%	0%	-3
CCCS(=O)(=O)NC(=O)C1(C)CCCN(C(=O)c2c(F)cccc2F)C1 (stereo unspecified)	2%	0%	-4	3%	/	/	4%	16%	5
COCCN1C[C@@H](CO)O[C@@H](n2cnc3c(NC(C)C)ncnc32)C1	7%	0%	15	-7%	/	/	3%	27%	-1
C/C(N)=C(/C#N)C(=O)CSc1cc(C)c2cc(C)cc(C)c2n1	-1%	-25%	0	?	5%	15%	3%	-1%	5
Cc1ccc(S(=O)(=O)NCCN2CCOCC2)cc1	-18%	-2%	0	-1%	0%	-7%	17%	21%	-2
O=C(NCc1ccco1)c1ccc(CS(=O)Cc2cccc(Cl)c2)o1 (stereo unspecified)	-2%	15%	5	5%	-3%	0%	-1%	4%	-1
CCOc1ccc(NS(=O)(=O)c2ccc3[nH]c(=O)[nH]c3c2)cc1	-4%	-2%	0	-6%	0%	-7%	-7%	-10%	-8
O=C(CSc1nccn(-c2ccc3c(c2)OCCO3)c1=O)Nc1ccccc1	-20%	-9%	-6	-13%	1%	1%	-5%	2%	-10
CC(C)C(c1nnnn1C(C)(C)C)N1CCOCC1 (stereo unspecified)	11%	-3%	5	11%	0%	0%	12%	3%	-4
CCOc1ccccc1NC(=O)c1sc(-n2nc(C)c(CCC(C)C)c2C)nc1C	9%	15%	/	19%	/	/	/	/	-2
Cc1ccc(C(=O)N/N=C/c2cccc(OC(=O)/C=C/c3ccco3)c2)cn1	0%	0%	-2	1%	-1%	-1%	-5%	6%	-6

Further results.
SMILES	GLP1R cytotox	KB-3-1 tox	IL-1B inflam inh	KB-V1 cytotox	SW480 rerep	MCF10A rereplic	HT1080 IDH1KD tx	HT1080NT lethal	D3 ag
COc1cc(OC)c(NC(=O)N2CCc3c([nH]c4ccccc34)C2c2ccccc2F)cc1Cl (stereo unspecified)	-1%	0%	/	-11%	/	/	/	/	-8
COc1ccccc1N1CCN(C(=O)C(=O)N/N=C/c2cccc(O)c2)CC1	-7%	11%	7	10%	-16%	-1%	0%	9%	-9
CN1CN(C)c2ccc([N+](=O)[O-])c3cccc1c23	?	-18%	-18	12%	-2%	0%	-10%	-5%	-14
CCc1ccccc1NC(=O)c1ccc2c(SCC(=O)O)c3c(nc2c1)CCC3	4%	12%	/	0%	/	/	/	/	-7
CN(C(=O)COC(=O)c1ccc2c(=O)n3c(nc2c1)CCC3)C1CCS(=O)(=O)C1 (stereo unspecified)	7%	0%	-70*	-7%	-10%	2%	-10%	-8%	1
Oc1cccc2c(-c3nn[nH]n3)ccnc12	/	4%	/	?	-34%[inhibitor][9.22 µM]	-10%	/	/	/
COC(=O)c1cc(NC(=O)C2(S(=O)(=O)c3ccc(C)cc3)CC2)cc(C(=O)OC)c1	22%	26%	-12	-28%	?	24%	-8%	0%	-2
COC(=O)c1scc(-c2ccccc2)c1S(=O)(=O)Nc1ccccc1	-2%	-3%	/	17%	/	/	/	/	-2
CS(=O)(=O)c1ccc(-c2cc(NC=O)c3ncc(-c4ccc(F)cc4)n3c2)cc1	-5%	-1%	-14	-3%	/	/	?	?	4
Cc1ccc(CNC(=O)CN(c2ccc(C)cc2)S(=O)(=O)c2c(C)nn(C)c2C)cc1	-29%&-4%	2%&1%	-6	18%&5%	0%	?	1%	6%	1&-2
Cn1cccc1C(=O)OCC(=O)N1CCc2ccccc21	4%	8%	-11	8%	0%	-3%	13%	20%	0
Cc1cc(C(=O)N2CCN(C(c3ccccc3)c3ccccc3)CC2)no1	-3%	-15%	0	?	-5%	18%	-4%	0%[9.24 µM]	-17
CCCn1c(CCl)nc2cc(S(=O)(=O)N3CCOCC3)ccc21	-12%	-1%	37	27%	-4%	-1%	-1%	13%	3
O=C(CC(C(=O)O)c1cccc(Cl)c1)c1ccccc1 (stereo unspecified)	0%	8%	0	-8%	3%	4%	0%	-7%	2
CCCC1CC(C)(C(=O)Cn2[nH]c(=O)ccc2=O)OC1=O (stereo unspecified)	7%	12%	7	19%	-6%	5%	10%	15%	-12
Cc1ccc(SCC(=O)N2c3ccccc3Sc3ccccc32)cc1	22%	-29%	-11	-11%	3%	7.3µM*	-12%	-9%	-15
Cc1ccc(NCCC(=O)c2cccs2)cc1C	8%[0.307 µM]	3%	-22	-11%	?	?	0%	-5%	2
COc1cccc(C2C3=C(CCCC3=O)Nc3nc(-c4cc(OC)c(OC)c(OC)c4)nn32)c1 (stereo unspecified)	2%	4%	-17	-17%	0%	11%	?	?	21
O=C(CCc1ccccc1)NCCC1=CCCCC1	12%	-8%	-1	-4%	-2%	?	2%	3%	-6
COc1ccc(-c2noc(CN(C)C(=O)CCCN3C(=O)[C@H]4CC=CC[C@H]4C3=O)n2)cc1	-13%	-5%	18	-14%	/	/	-4%	-8%	1
COc1ccc(C(=O)C2CCCN(Cc3ccc4nonc4c3)C2)cc1F (stereo unspecified)	7%	0%	-14	-1%	-3%	5%	-6%	2%	-11
Cc1ccc2occ(/C=C/C(=O)O)c(=O)c2c1	-15%	-11%	30	-7%	-4%	-9%	3%	6%	-2
Cc1ccc(NC(=O)C2Cc3ccccc3O/C2=N\O)cc1C (stereo unspecified)	-1%	-1%	8	2%	27%	8%	?	-23%	4
CC(=O)NS(=O)(=O)c1cccnc1Nc1cccc(Cl)c1C	-2%	0%	0	-11%	0.52µM*	-2%	-1%	21%	-2
COc1cccc(NC(C)C(=O)N2CC(C)OC(C)C2)c1 (stereo unspecified)	3%	-4%	29	11%	4%	-1%	0%	7%	1

A draw from above in order of number of heavy atoms, falling.
SMILES	GLP1R cytotox	KB-3-1 tox	IL-1B inflam inh	KB-V1 cytotox	SW480 rerep	MCF10A rereplic	HT1080 IDH1KD tx	HT1080NT lethal	D3 ag
CS(=O)(=O)c1ccc(-c2cc(NC=O)c3ncc(-c4ccc(F)cc4)n3c2)cc1	-5%	-1%	-14	-3%	/	/	?	?	4
COc1ccc(C(=O)C2CCCN(Cc3ccc4nonc4c3)C2)cc1F (stereo unspecified)	7%	0%	-14	-1%	-3%	5%	-6%	2%	-11
CN1CN(C)c2ccc([N+](=O)[O-])c3cccc1c23	?	-18%	-18	12%	-2%	0%	-10%	-5%	-14

More results
SMILES	GLP1R cytotox	KB-3-1 tox	IL-1B inflam inh	KB-V1 cytotox	SW480 rerep	MCF10A rereplic	HT1080 IDH1KD tx	HT1080NT lethal	D3 ag
COc1ccc(N/C=C(\C2OC(=O)c3ccccc32)[N+](=O)[O-])cc1 (stereo unspecified)	3%	-12%	0	-5%	22%	-46%[inhibitor]	?	?	5
COc1ccc(C(=O)COC(=O)c2nc3nccc(C)n3n2)cc1F	-6%	0%	-2	9%	-2%	14%	2%	7%	1
O[C@H]1C[C@H](c2ccc(Cl)cc2)N(CC2CCCCC2)C[C@@H]1n1cc(C2CC2)nn1	?	?	?	?	/	/	?	?	5
CN(CC(=O)N(C)CC(=O)Nc1c(Cl)cccc1Cl)Cc1ccccc1F	1%	0%	-14	3%	1%	18%	0%	-1%	3
Cc1ccccc1-n1ccnc1SCC(=O)O	4%	1%	-3	9%	-3%	3%	-2%	2%	-2
O=C(OCc1c(-c2ccccc2)ncc2ccccc12)c1cccs1	-21%	?	13	?	-5%[9.22 µM]	32%	-24%	-14%	-21
O=C(CN1N=C(C(F)(F)F)CC1(O)c1ccc([N+](=O)[O-])cc1)c1ccccc1 (stereo unspecified)	4%	-4%	0	-5%	-22%	7%	-14%	-9%	-5
COc1ccc(OC)c2c1cc(C(=O)N[C@H](C(=O)N1CCC[C@H]1C(=O)O)C(C)C)n2C	0%	0%	14	0%	-6%	-11%	4%	1%	1
